WT yeast gro inh – growth inhibition of WT strain, primary screen, mitochondrial fusion inhibitor project, WT and mutant strains, chemical genetic | mitochondrial fusion phenotypic screen | inhibition, % at 10 µM | 190,000 tested, 2.1% active | AID 1362, 2008; in the data active = inhibition above about 58%; tested in S. cerevisiae
human PMI inhibitors – human PMI inhibitors, high substrate, primary screen, biochemical, fluorescence intensity, high mannose 6-phosphate (AID 1220). Mannose-6-phosphate isomerase (Homo sapiens). recombinant PMI enzyme, coupled fluorescence intensity; higher % means a stronger effect. inhibition, % at 20 µM; hits with a dose series show IC50 in µM. 190,000 tested, 0.66% active
P. falciparum M17LAP – P. falciparum M17LAP inhibitors, primary screen, biochemical, fluorogenic H-Leu-NHMec substrate, 1536-well (AID 1619). Leucine aminopeptidase (Plasmodium falciparum (isolate 3D7)). recombinant M17LAP, H-Leu-NHMec fluorogenic kinetic assay; higher % means a stronger effect. one-dose inhibition, % at 30 µM; IC50 in µM for titrated hits. 220,000 tested, 0.38% active;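 active = compound inhibiting the enzyme by more than half at any dose during confirmatory dose-response retesting; inconclusive = strong single-dose inhibitors picked by rank but not retested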;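 note: plate controls were full reaction with DMSO carrier for no effect and no enzyme background for full effect; strong numbers were not always called active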
PMI inhibitors – inhibitors of human PMI, primary screen, biochemical, fluorescence intensity, coupled assay (AID 1209); Mannose-6-phosphate isomerase (Homo sapiens); purified PMI enzyme, coupled fluorescence intensity; higher % means a stronger effect; one-dose inhibition, % at 20 µM; IC50 in µM for titrated hits; 190,000 tested, 0.42% active;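 note: plate controls were DMSO vehicle for no effect and wells lacking substrate for full effect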
LYP phosphatase – inhibitors of LYP phosphatase, biochemical, fluorescence intensity, uHTS (AID 1779) | one-dose inhibition, % at 11.5 µM; IC50 in µM for titrated hits | Tyrosine-protein phosphatase non-receptor type 22 (Homo sapiens) | 290,000 tested, 0.054% active | recombinant LYP phosphatase, fluorescence intensity; higher % means a stronger effect;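 note: plate controls were vehicle with enzyme for no effect and no enzyme for full effect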
P. falciparum M1AAP – P. falciparum M1AAP inhibitors, biochemical, fluorogenic H-Leu-NHMec substrate, 1536-well (AID 1445) | Aminopeptidase N (Plasmodium falciparum (isolate 3D7)) | recombinant M1AAP, H-Leu-NHMec fluorogenic kinetic assay; higher % means a stronger effect | one-dose inhibition, % at 30 µM; IC50 in µM for titrated hits | 220,000 tested, 0.42% active;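 active = primary inhibition above the hit cutoff, then over 50% inhibition at one or more dose response concentrations, cut at about 23% in these data, passing the limit was not always enough; inconclusive = conflicting primary data, or primary hits not chosen for dose response; inactive = low primary inhibition, or under 50% at every dose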;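 note: plate controls were DMSO full reaction for no effect and no enzyme background for full effect; strong numbers were not always called active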
XIAP displacement – XIAP antagonists, biochemical, IAP family, fluorescence polarization (AID 1018); XIAP BIR domain, fluorescence polarization peptide displacement; higher % means a stronger effect; E3 ubiquitin-protein ligase XIAP (Homo sapiens); one-dose displacement, % at 20 µM; IC50 in µM for titrated hits; 200,000 tested, 0.007% active; in the data active = displacement above about 50%; note: a part of the inactive calls stands beside numbers as strong as those of hits
TNAP activators – human TNAP enzyme activators, primary screen, biochemical, luminescent, no phosphate acceptor, uHTS (AID 1001) | Alkaline phosphatase, tissue-nonspecific isozyme (Homo sapiens) | purified TNAP, luminescent activation assay, no phosphate acceptor; higher activation fold means a stronger effect | activation fold at 20 µM; hits with a dose series show EC50 in µM | 200,000 tested, 0.03% active; in the data active = activation fold from about 3, or a potency from the dose series; inactive = the rest, 99 in 100 with activation fold below about 1.6; note: many of its hits are not listed in these tables
Yfh1-depleted yeast – enhancers of respiration in Yfh1-depleted yeast, dose response, Friedreich's ataxia, plus single-dose screen (AID 1465); S. cerevisiae Yfh1-off respiration, WST-1 reduction, 72 h; higher fold induction means a stronger effect; fold induction at 50 µM; hits with a dose series show EC50 in µM; 220,000 tested, 0.074% active;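 active = fold induction of absorbance versus untreated yeast above a set limit, then at least 30% activation at any dose in follow-up; inconclusive = repeats straddling the limit, or above it without dose testing; inactive = fold induction below the set limit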;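 note: activators that raise dye reduction in frataxin-depleted yeast; strong numbers were not always called active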
WT yeast gro inh mutant strain – recorded beside WT yeast gro inh, whose call it bears; inhibition, %; mitochondrial fusion phenotypic screen, mutant strain inhibition
* marks the source's active call; other numbers are inactive results; i = inactive; ? = inconclusive; . = no result given. Cut-off read from the data, not from the text of the source, unless noted: active = inhibition above about 50%; inactive = the rest.

SMILES	WT yeast gro inh	WT yeast gro inh mutant strain	human PMI inhibitors	P. falciparum M17LAP	PMI inhibitors	LYP phosphatase	P. falciparum M1AAP	XIAP displacement	TNAP activators	Yfh1-depleted yeast
CCCNC(=O)c1csc2c1CCCCC2	2	-14	-7%	13%	-6%	-11%	0%	-6.1%	1	i
Cc1ncsc1CCC(=O)N1CCCC(C(=O)c2ccc3c(c2)OCO3)C1 (stereo not given)	-24	2	7%	-3%	10%	-4%	4%	-8.2%	1	i
Cc1nc2cc(-c3ccc(Cl)cc3)nn2c(C)c1CCC(=O)NCc1ccco1	9	37	-8%	-1%	2%	-7%	5%	-6.3%	0.8	i
CCOc1ccc(S(=O)(=O)NC(C)C)cc1C(N)=O	-18	-12	2%	-2%	3%	-5%	6%	0.7%	1.1	i
Cn1c(=NC(=O)c2ccccc2[N+](=O)[O-])sc2cc(S(C)(=O)=O)ccc21	0	0	3%	12%	-5%	1%	4%	-14%	1	i
O=C(CSc1cn(Cc2ccccc2)c2ccccc12)Nc1nccs1	16	7	9%	5%	11%	1%	15%	-1.0%	1.1	i
CCOc1ccc(-n2c(C)cc(/C=C3/C(=N)N4C(=NC3=O)SN=C4S(C)(=O)=O)c2C)cc1	-14	8	-108%	17%	-62%	13%	21%	0.7%	1.1	i
O=C(CCSCc1ccc(Cl)cc1)NCCc1ccccc1	18	12	4%	4%	11%	2%	0%	-5.9%	1.1	i
Cc1nn(Cc2c(F)c(F)c(F)c(F)c2F)c(C)c1NC(=O)c1c(-c2ccccc2)nn(-c2ccccc2)c1C	-39	-4	-10%	2%	-3%	-11%	-9%	-3.5%	1.1	i
O=C(COC(=O)c1ccc(F)cc1F)Nc1ccc2[nH]c(=O)[nH]c2c1	2	-2	31%	-5%	1%	-8%	0%	-8.0%	1.1	i
COc1ccccc1NC(=O)c1cc2ccccc2o1	6	-8	13%	1%	-1%	-6%	5%	-0.4%	1.1	i
CC(C)C(=O)NC(Nc1cccc([N+](=O)[O-])c1)C(Cl)(Cl)Cl (stereo not given)	6	-10	9%	10%	12%	-5%	13%	-4.1%	1.1	i
CC(=O)c1cc(CN2CCC(N3CCC(C(=O)N4CCCC4)CC3)CC2)cs1	5	-9	.	-5%	.	-7%	-11%	-11%	1	i
CCc1c(C)nc2cc(-c3ccc(OC)c(OC)c3)nn2c1N1CCCC1	-1	-2	14%	14%	17%	-2%	7%	-4.4%	1.1	i
COc1ccc(CCNC(=O)c2ccc(-c3cccc([N+](=O)[O-])c3)o2)cc1OC	18	2	7%	1%	10%	1%	6%	-0.7%	1	i
Cc1ccc(S(=O)(=O)NNC(=O)C2COc3ccccc3O2)cc1C (stereo not given)	-43	14	6%	8%	4%	-5%	11%	-2.9%	1	i
CC(C)(C)C1CCC2(CC1)CC(=O)c1ccccc1O2 (stereo not given)	.	.	.	-2%	.	-7%	2%	.	.	i
CCc1cccc(NC(=S)Nc2ccc(CN3CCOCC3)cc2)c1	18	20	1%	5%	4%	-2%	1%	-7.5%	1.1	i
CC(=O)Oc1ccc(C(c2ccc(OC(C)=O)cc2)c2ccccn2)cc1	-1	-16	-2%	-10%	-5%	5%	-2%	-15%	1.1	i
Cn1c(-c2ccc(C=O)s2)nc2c3ccccc3c3ccccc3c21	16	-16	11%	4%	15%	0%	4%	-6.9%	1	i
Cc1ccc[n+](/C(=C\C(=C=[N-])C#N)C(=O)c2ccc(Cl)cc2)c1	-4	-2	.	63%	.	0%	?	-2.7%	1.1	i
O=C(NCc1cccs1)c1ccc(N2CCCCC2)nc1	6	11	-3%	1%	8%	5%	4%	-11%	1.1	i
Cc1ccc2occ(CN3CCN(Cc4ccccc4)CC3)c(=O)c2c1	-1	6	-18%	3%	-16%	-13%	-1%	-7.5%	1	.
O=C(Cn1c2[n+](c3ccc(C(F)(F)F)cc31)CCCCC2)Nc1ccccc1	-1	-5	-13%	3%	7%	-6%	7%	-7.0%	1	i
O=c1cc(-c2ccccc2)[nH]n1-c1ccc([N+](=O)[O-])cc1	.	.	-14%	-3%	-8%	3%	22%	-4.2%	1	i
COCCNc1nc(SCc2ccccc2)nc2sc3c(c12)CCC3	43	14	9%	1%	9%	1%	13%	0.1%	1.1	i
Cc1ccc(C)c(NC(=O)CN(C)S(=O)(=O)c2cccc3cccnc23)c1	.	.	.	3%	.	-8%	1%	.	.	i
CCOC(=O)C1=NN(c2ccc(Cl)cc2)C(=O)C1	.	.	.	-7%	.	-1%	3%	.	.	i
Cc1ccc(C)c(-c2nc3cc(N)ccc3o2)c1	18	13	21%	-1%	26%	0%	-11%	-15%	1.1	i
O=C(C[n+]1cccc(CNC(=O)c2ccc(OC(F)F)cc2)c1)Nc1cc(C(F)(F)F)ccc1Cl	12	-3	-6%	0%	-8%	-14%	-1%	-12%	1	i
CCOC(=O)c1cc(-c2csc(COc3ccc(Cl)cc3)n2)on1	.	.	.	3%	.	-6%	2%	.	.	i
Cc1ccccc1NC1=CC(=O)CC(C)(C)C1	-11	-3	-4%	-6%	-10%	-3%	5%	-9.8%	1.1	i
Cc1ccc(C(c2nnnn2C2CCCC2)N2c3ccccc3CC2C)cc1 (stereo not given)	32	-2	-7%	4%	-12%	-8%	12%	-0.3%	1.1	i
O=[N+]([O-])c1cccc(-c2csc(CS(=O)(=O)Cc3ccco3)n2)c1	.	.	.	1%	.	-7%	1%	.	.	i
COCC(=O)Nc1cc(C)c2c(=O)oc3ccccc3c2n1	14	9	-2%	0%	9%	-4%	4%	-2.0%	1.1	.
O=C1c2cnc3nc(SCc4ccc(Cl)cc4)nn3c2CC2c3ccccc3CCN12 (stereo not given)	10	-3	-3%	6%	-6%	5%	6%	-27%	1	i
COc1ccc(N2C(=O)C(Cl)=C(N3CCCC(C)C3)C2=O)cc1 (stereo not given)	51	24	3%	20%	7%	-5%	7%	-0.5%	1.1	i
C/C(=N\Nc1ccc(S(N)(=O)=O)cc1[N+](=O)[O-])c1ccco1	.	.	.	-3%	.	2%	1%	.	.	i
COC(=O)c1sccc1NC(=O)c1csc(C)c1	15	-10	16%	4%	12%	2%	6%	-2.1%	1.1	i
Cc1cc(C)c(NC(=O)c2ccccc2CCc2ccccc2)c(C)c1	-7	8	-8%	5%	-3%	3%	0%	-1.9%	1.1	i
O=C(O)/C=C/C(=O)Nc1c(F)cccc1F	.	.	.	-5%	.	-8%	-2%	.	.	i
O=C(CNS(=O)(=O)c1ccc(Br)cc1)OCc1cc(=O)n2cc(Br)ccc2n1	-27	-31	10%	4%	7%	1%	7%	1.1%	1.1	i
O=C(NCCc1ccccc1)c1nc2nc(-c3cccs3)cc(C(F)(F)F)n2n1	-13	-13	11%	-90%	11%	-12%	7%	-8.5%	1.1	i
CC(OC(=O)/C=C/c1cccs1)C(=O)Nc1ccc(S(N)(=O)=O)cc1 (stereo not given)	2	-2	-6%	1%	-6%	1%	1%	-5.8%	1	i
CCOC(=O)Nc1ccc(OC)cc1S(=O)(=O)N1CCCCC1	2	7	16%	-6%	17%	-5%	6%	-2.5%	1.1	i
COc1ccc(-c2c(NC(=O)C(C)C)n(C)c3ccccc3c2=O)cc1	-3	4	-8%	-1%	-6%	-3%	9%	-13%	1	i
COc1ccc(COC(=O)c2nc3nc(C)cc(C)n3n2)cc1F	-6	0	-7%	-1%	-5%	-14%	-7%	-4.1%	1	i
CC(C)OCCCNC(=O)Cc1ccc(F)cc1	-5	8	6%	6%	0%	-2%	6%	-8.3%	1.1	i
CC(=O)c1c(O)cc(=O)n(-c2ccccc2)c1-c1ccc(C)cc1	5	-17	-11%	1%	-4%	2%	3%	-4.8%	1.1	i
CCCOc1ccc(-c2cc(C(F)(F)F)c(C#N)c(SCC(=O)O)n2)cc1	-3	5	-4%	-11%	-7%	6%	10%	-2.8%	1.2	i
CCOC(=O)N1CCC(NC(=O)c2cc(S(=O)(=O)N(CC)CC)ccc2F)CC1	22	19	-10%	-2%	-8%	-5%	10%	-1.4%	1.3	i
Cc1ccc(S(=O)(=O)N2c3ccccc3NC(=O)C2CC(=O)Nc2ccccc2)cc1 (stereo not given)	-12	-10	0%	-2%	4%	-12%	4%	-4.8%	0.9	i
O=c1c2sccc2nc(SCc2cc(=O)n3cc(Br)ccc3n2)n1Cc1ccccn1	7	-4	7%	26%	6%	2%	8%	-13%	1	i
CC(=O)c1cccc(NC(=O)N2CCc3ccccc3C2)c1	20	-3	-4%	-7%	7%	-5%	1%	-8.7%	1.1	i
CN(C)CCN1C(=O)c2oc3ccc(Cl)cc3c(=O)c2C1c1cccc(Br)c1 (stereo not given)	.	.	10%	26%	16%	-4%	22%	-1.1%	1.1	i
CC(=O)c1cn(-c2ccc(Cl)cc2)c(=O)n(Cc2ccc(Br)cc2)c1=O	-12	12	0%	0%	-7%	4%	9%	-5.6%	1.1	i
c1ccc(CN2CCOCCOCCOCCOCCOCCOCC2)cc1	-8	1	-5%	-3%	-9%	-7%	6%	-2.3%	1.1	i
COc1ccc(-c2nnc3c4ccccc4c(C)nn23)cc1S(=O)(=O)N1CCN(CCO)CC1	-2	-1	-22%	-9%	-25%	-4%	4%	-4.1%	1	i
CCn1cc(S(=O)(=O)Nc2ccc3c(c2)OCCO3)cn1	2	-4	3%	-2%	-2%	-10%	0%	-1.7%	1.1	i
Cc1ccc(C)c(NC(=O)Cn2nc(C)c3ccccc3c2=O)c1	.	.	8%	.	10%	3%	.	0.2%	1	i
O=C(NCc1ccccc1Cl)C1CCCO1 (stereo not given)	-11	7	-4%	14%	-5%	-1%	-1%	-6.9%	1.1	i
CC(C)NC(=O)c1cc2cc(Br)ccc2oc1=O	11	20	7%	0%	5%	-3%	3%	-11%	1	i
CC(C)CC(NC(=O)C1CCC(C)CC1)C(=O)Nc1cccnc1 (stereo not given)	-4	-1	1%	7%	6%	-3%	3%	0.1%	1.1	i

Quoted at random: 2 records from the list.
SMILES	WT yeast gro inh	WT yeast gro inh mutant strain	human PMI inhibitors	P. falciparum M17LAP	PMI inhibitors	LYP phosphatase	P. falciparum M1AAP	XIAP displacement	TNAP activators	Yfh1-depleted yeast
O=C(O)/C=C/C(=O)Nc1c(F)cccc1F	.	.	.	-5%	.	-8%	-2%	.	.	i
c1ccc(CN2CCOCCOCCOCCOCCOCCOCC2)cc1	-8	1	-5%	-3%	-9%	-7%	6%	-2.3%	1.1	i

Screening data from PubChem BioAssay.
